Screening data deposited in PubChem by The Scripps Research Institute Molecular Screening Center.
TCR CD3 inh – inhibitors of human TCR-CD3 interaction; TAMRA-labeled TCR probe fluorescence, biochemical; AID 651800; 360,000 tested, 0.37% active; inhibition, % at 9.4 µM; in the data active = inhibition above about 19%;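 note: recombinant mutant TCR 2C K166C tagged with TAMRA read by polarization; 0% = receptor in buffer alone and 100% = receptor with positive control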
KLK7 zymogen act – proKLK7 (human) activation, primary screen. P49862. purified proKLK7, EDANS-DABCYL substrate fluorescence; 100% is mature enzyme control, 0% vehicle. activation, % at 7 µM. 370,000 tested, 0.9% active. AID 652039;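 active = activation above the mean of all tested compounds plus 3 SD, computed per campaign excluding outliers beyond control limits, cut at about 13% in these data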
DDE Tn7 FP inh – disrupts Tn7 cyclic peptide binding to fibrin D-Dimer-E complex. P02675. FP displacement of FITC-Tn7 peptide from fibrin DD(E); 0% = median of compound wells per plate. inhibition, % at 8.3 µM. 370,000 tested, 0.13% active. AID 720508;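 active = inhibition above the mean of compounds falling within the control limits plus 3 SD of them, cut at about 14% in these data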;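 note: 0% = plate median of compound wells and 100% = 10 µM Aha-Tn7 peptide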
Target sequence (P02675 whole entry, looked up): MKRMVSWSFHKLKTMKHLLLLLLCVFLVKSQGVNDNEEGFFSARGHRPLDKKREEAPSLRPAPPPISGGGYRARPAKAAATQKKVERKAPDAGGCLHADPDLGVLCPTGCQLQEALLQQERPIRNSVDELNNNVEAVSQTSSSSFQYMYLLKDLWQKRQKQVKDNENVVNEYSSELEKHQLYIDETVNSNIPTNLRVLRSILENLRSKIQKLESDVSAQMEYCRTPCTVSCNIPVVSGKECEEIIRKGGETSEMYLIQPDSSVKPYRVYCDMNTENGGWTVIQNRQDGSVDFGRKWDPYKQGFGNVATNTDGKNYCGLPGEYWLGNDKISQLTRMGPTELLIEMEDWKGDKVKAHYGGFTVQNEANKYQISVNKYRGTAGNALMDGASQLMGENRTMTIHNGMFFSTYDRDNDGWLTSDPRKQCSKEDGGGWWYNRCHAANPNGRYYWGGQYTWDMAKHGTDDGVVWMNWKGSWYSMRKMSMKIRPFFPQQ
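Measure: % inhibition scaled between sample-field median and high-control FP; Test system: human fibrin DD(E); Quantity: 2 µM final DD(E) protein; Doses: one dose, 8.3 µM nominal; Schedule: compound with protein 10 min, then 3 h after probe, room temperature; Detection: fluorescence polarization; Medium: Tris buffer with calcium and detergent, pH 7.8.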
PRMT1 inh – inhibitors of human PRMT1 | Q99873 | inhibition, % at 2.79 µM | 370,000 tested, 1.3% active | recombinant PRMT1, activity-based probe fluorescence polarization | AID 652257;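 active = inhibition above about 21% made by adding two undisclosed values, limit read from the data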
Target sequence (Q99873 whole entry, looked up): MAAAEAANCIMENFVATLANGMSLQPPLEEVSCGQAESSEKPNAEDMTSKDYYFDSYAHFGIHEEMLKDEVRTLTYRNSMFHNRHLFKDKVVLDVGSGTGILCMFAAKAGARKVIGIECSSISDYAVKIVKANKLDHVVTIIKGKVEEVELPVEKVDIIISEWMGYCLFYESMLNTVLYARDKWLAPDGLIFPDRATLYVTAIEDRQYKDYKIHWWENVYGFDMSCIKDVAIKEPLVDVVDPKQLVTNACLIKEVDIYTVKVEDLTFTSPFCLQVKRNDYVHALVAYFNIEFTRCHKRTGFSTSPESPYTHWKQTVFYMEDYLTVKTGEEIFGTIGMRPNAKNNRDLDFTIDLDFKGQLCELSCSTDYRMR
UHRF1 binding – blocks human UHRF1 binding to methylated DNA | AID 687016 | 370,000 tested, 0.75% active | UHRF1 binding to methylated oligo, TR-FRET | Q96T88 | inhibition, % at 4.4 µM; in the data active = inhibition above about 21%;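 note: UHRF1 SRA domain binding a hemimethylated CpG hairpin DNA probe; 0% = median of test compound wells and 100% = reference inhibitor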
TDP2 inh – blocks human TDP2 phosphodiesterase activity | O95551 | recombinant TDP2, T5PNP hydrolysis, p-nitrophenol absorbance 415 nm | inhibition, % at 12.8 µM | 370,000 tested, 0.34% active;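 active = inhibition above the mean of all tested compounds plus 3 SD, set per campaign, cut at about 25% in these data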;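 note: 0% = DMSO with enzyme and 100% = buffer with substrate but no TDP2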
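Incubation: 2 h at 37 °C; Test system: recombinant human TDP2; Quantity: enzyme 120 nM; Read-out basis: percent inhibition; Medium: 50 mM Tris-HCl pH 7.5 with Mg2+, KCl, DTT, BSA; Repeats: single replicate; Compound: 12.8 µM single point, 1% DMSO; Signal: epi absorbance; Reagent: 5 mM T5PNP chromogenic substrate; Benchmarks: no-enzyme high, DMSO-plus-enzyme low.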
MBD2 inh – MBD2-methylated oligo binding inhibition; Q9UBB5; TR-FRET, MBD2 binding to methylated oligonucleotide; inhibition, % at 4.4 µM; 370,000 tested, 0.31% active; AID 686964; in the data active = inhibition above about 13%
SIAE primary – blocks human sialic acid acetylesterase; inhibition, % at 9.66 µM; 370,000 tested, 0.69% active; SIAE FP-Rh probe binding, fluorescence polarization;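 active = inhibition above a cutoff: mean of compounds within the control limits plus 3 SD of those, cut at about 17% in these data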;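 note: 0% = plate median of compound wells and 100% = probe without SIAE protein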
LEDGF integ inh – blocks HIV-1 LEDGF/p75-dependent DNA integration | TR-FRET IN-LEDGF/p75 DNA integration, Eu/Cy5 | inhibition, % at 3.7 µM | 370,000 tested, 0.64% active;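 active = inhibition above the screen-wide mean plus 3 SD, cut at about 13% in these data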;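 note: signal is the Cy5 over europium emission ratio at 671 and 618 nm; 0% = plate median of compound wells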
DDE Tn6 FP inh – disrupts Tn6 cyclic peptide binding to fibrin D-Dimer-E complex. inhibition, % at 8.3 µM. 370,000 tested, 0.21% active. Fibrin DD(E) TRITC-Tn6 fluorescence polarization displacement. P02675;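 active = inhibition above a per-campaign cutoff: mean of compounds within control limits plus 3 SD, cut at about 15% in these data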;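 note: 0% = median of all compound wells on the plate and 100% = blocking peptide control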
* marks the source's active call; other numbers are inactive results; . = no result given. Compounds were not picked by outcome (roughly 4.6% active in at least one column).

SMILES	TCR CD3 inh	KLK7 zymogen act	DDE Tn7 FP inh	PRMT1 inh	UHRF1 binding	TDP2 inh	MBD2 inh	SIAE primary	LEDGF integ inh	DDE Tn6 FP inh
CCCOc1ccccc1OCC(=O)Nc1ccc(S(=O)(=O)N2CCCCC2)cc1	-5	0.8	10	2	3	-11	0	-8	-4	-4
CCCCNC(=O)NCC(=O)Nc1ccc(F)c(F)c1	1	-0.5	-2	-2	2	-13	-3	1	4	3
S=C(NC12CC3CC(CC(C3)C1)C2)N1CCCC1	4	0.1	-3	0	-1	2	2	1	3	1
CN(C(=O)CCN1C(=O)S/C(=C\c2ccccc2)C1=O)C1CCS(=O)(=O)C1 (stereo not drawn)	3	-0.8	-4	4	-2	9	-5	3	0	-7
C=CCn1c(SCC(=O)Nc2nccs2)nnc1-c1cc2cccc(OC)c2o1	7	0.1	-8	-1	1	-8	-9	1	4	7
Cc1ccc(S(=O)(=O)NC2=NCN(Cc3ccccc3)CN2)cc1	0	-0.5	-2	-1	-1	6	1	0	-2	1
COc1ccc(C(=O)NNC(=O)Nc2ccc(C)cc2)cc1	-1	-0.4	-2	-1	0	-8	0	4	1	11
O=C(CN1C(=O)C2C3C=CC(C4CC34)C2C1=O)Nc1cnc2ccccc2c1 (stereo not drawn)	1	0.1	7	2	-3	1	-2	3	3	-5
Cc1cc(Cl)ccc1OCC(=O)NCCC(=O)O	1	0.3	-2	-2	3	4	6	4	1	0
CCC(C(=O)N1CCN(S(C)(=O)=O)CC1)c1ccccc1 (stereo not drawn)	-7	-0.2	6	1	3	-4	0	-6	-2	6
COc1cccc(CN2CC(C(=O)NC3CCC3)CCC2=O)c1 (stereo not drawn)	1	0.5	-1	0	1	-16	-3	0	2	2
O=C(NCc1ccco1)c1ccc(Cl)c(S(=O)(=O)Nc2ccccc2)c1	-3	-0.5	-6	1	1	-11	-4	5	2	-3
CCn1c(CSc2n[nH]c(N)n2)nc2cc(C(=O)O)ccc21	94*	0.9	9	2	-2	1	-8	36*	-1	29*
CCOC(=O)c1c(S(=O)(=O)NCC(=O)Nc2ccc(OC)cc2)c(C)n(C)c1C	4	0.0	-1	-3	16	8	0	0	3	-1
O=C(C1CCN(c2ncnc3c2nc2n3CCCCC2)CC1)N1CCN(c2cccc(Cl)c2)CC1	-2	0.7	-3	3	-1	9	-5	-8	0	-6
O=C(CSc1nnc(-c2ccc(C(F)(F)F)cn2)o1)Nc1cccc(Cl)c1	-7	0.5	-7	5	0	-7	2	0	-2	2
CC1=CC(C)(C)N=C(Nc2nc(C)c3cc(C)cc(C)c3n2)N1	-3	-0.8	-3	6	8	3	1	-3	-3	-3
COc1cccc(/C=C/C(=C2\C(=O)N(c3ccccc3)N=C2C)c2ccc(Br)cc2)c1OC	-4	0.4	-5	5	3	-10	7	-7	-4	-11
CCC1(C)NC(=O)N(CC(=O)Nc2cc(C)on2)C1=O (stereo not drawn)	9	-0.3	9	-4	1	-5	-5	2	3	4
COc1ccc(NC(=O)COC(=O)c2cccc(S(=O)(=O)N(C)C)c2)cc1	4	-0.4	-10	3	0	-2	1	3	4	1
COc1ccc(C)cc1Nc1nc(-c2c(C)[nH]c3ccccc23)cs1	-11	-1.0	5	7	0	3	-4	8	0	4
O=C(NCC1OCCc2ccccc21)c1ccc(NC(=O)c2ccc(Cl)cc2)cc1 (stereo not drawn)	3	-0.3	-6	-2	5	-2	4	-19	-2	-1
CCc1nc(N2CCCC2)c(C#N)c2c1CCCC2	0	-2.5	-4	-1	-1	1	1	0	-1	-4
O=C1NC[C@@H](CCCCN2CCN(Cc3ccccc3)C(=O)C2=O)N(CCC2CCCCC2)C1=O	-15	0.7	3	1	-2	0	-3	18*	5	6
O=C(Nc1cccnc1)c1ccco1	-5	0.2	-3	2	4	-10	0	7	-3	-5
CCC(C)(C)C(=O)Nc1cc([N+](=O)[O-])ccc1F	9	0.0	-2	-1	-1	5	-1	3	-2	3
Cc1ccc(CC2CC(=O)N(c3ccc4c(c3)OCCO4)C2=O)cc1 (stereo not drawn)	3	0.2	3	-1	-2	-1	-2	3	-4	-5
CCOC(=O)C(C)n1cnc2c(nnn2Cc2ccc(C)cc2)c1=O (stereo not drawn)	0	-0.4	-1	-2	0	14	0	-2	-1	3
CCCc1nnc(SCC(=O)Nc2ccc(OC)cc2)n1N	0	0.0	5	3	3	-12	3	-2	2	3
C[C@@H]1CN([C@@H](C)CO)C(=O)c2cc(Br)cnc2O[C@H]1CN(C)C(=O)C1CCCCC1	-1	0.0	-2	-5	-3	0	-4	3	-1	3
COc1cc([N+](=O)[O-])cc(/C=N/NC(=O)C(C)Nc2cccc(C)c2)c1O (stereo not drawn)	6	-0.4	-1	-4	-2	-5	-8	4	-5	6
O=C(NNC(=O)c1sccc1-n1cccc1)c1cccc(Cl)c1	8	0.2	10	0	-2	-9	-6	3	-2	1
O=C(c1cccs1)N1CCC(N2CCN(c3ccccc3)CC2)CC1	2	0.2	-1	1	1	-9	2	2	2	-4
Cc1cccc(C)c1NC(=O)Cn1c(=O)n(CCCC(=O)NC2CCN(Cc3ccccc3)CC2)c(=O)c2ccccc21	1	0.7	1	1	2	9	4	-4	0	-4
CCOC(=O)C(=O)NCC1CCCN1S(=O)(=O)c1cccs1 (stereo not drawn)	2	-0.3	0	1	-1	5	1	-2	2	1
CC(C)NC(=O)C1Cc2c(-c3ccc(Cl)cc3)ccnc2O1 (stereo not drawn)	2	0.5	-2	0	-3	10	-4	-4	4	1
Cc1ccc(NS(=O)(=O)c2ccc(Cl)s2)nc1	5	1.0	-5	1	-4	3	-3	-2	1	-2
Cc1ccc(N=C2NC(=O)/C(=C/c3cccnc3)S2)cc1C	-6	-0.3	0	1	9	5	7	-6	-1	-5
CCCCC(=O)Nc1ccc(C(=O)OC2CCCCC2)cc1	8	-0.7	-3	-2	-3	3	1	-4	-2	-3
O=C(CSc1nnnn1-c1cccc(F)c1)NC1CCCCC1	5	0.1	-5	1	-4	-5	0	-1	-5	-4
Cc1nc(SCC(N)=O)c(C#N)c(C)c1C	0	0.8	2	1	-1	2	-5	4	-1	5
COc1ccc(-c2ccc(SCC(=O)NCc3ccc4c(c3)OCO4)nn2)cc1OC	-2	-0.6	3	4	-1	-2	0	-2	-6	1
Cc1ccc(Cl)cc1NCN1C(=O)c2ccccc2C1=O	-2	0.0	2	5	-2	1	-2	-3	0	1
CC(C)(C)NC(=O)C(c1cccnc1)N(C(=O)c1cccs1)c1ccc(C(C)(C)C)cc1 (stereo not drawn)	.	.	4	4	-1	1	4	-1	-3	8
Fc1ccc(Cn2nnc(-c3ccc(CN4CCOCC4)cc3)n2)cc1	5	0.3	-11	1	1	2	1	0	6	-10
N/C(=N\OC(=O)CN1C(=O)c2ccccc2C1=O)c1ccc(Cl)cc1	10	-0.5	-6	0	-2	1	-5	-5	2	3
CC1CC(C)CN(C(=O)C(C)N2CCN(S(=O)(=O)c3ccc(C(F)(F)F)cc3)CC2)C1 (stereo not drawn)	1	-0.7	-5	-4	-1	-12	0	1	1	0
O=S(=O)(c1cccc(C(F)(F)F)c1)N1CCC(CO)(CCCc2ccccc2)CC1	6	0.4	6	0	2	-14	-3	-6	-4	4
O=C(CCc1ccc(S(=O)(=O)NCc2ccccc2)cc1)NCc1ccco1	2	0.1	-3	-1	-4	3	4	-4	1	-2
COc1cccc(C(O)c2nc3ccccc3n2C(C)C)c1OC (stereo not drawn)	-1	0.2	-5	-3	-3	8	1	5	-1	1
Cc1ccc2c(C)c(C(=O)N3CCN(Cc4ccccn4)CC3)oc2c1C	-5	-0.2	-1	0	0	13	0	11	3	-8
O=C(NCCN1CCCCC1)Nc1ccccc1	2	0.4	3	1	-2	5	1	-5	4	-1
COc1ccc(-c2cc(C(=O)N3CCCc4ccccc43)no2)cc1OC	-4	0.3	-4	4	0	-1	5	-7	4	-11
O=C(Nc1ccccc1)N1CCCc2ccccc21	7	0.6	6	-4	-1	1	-6	-1	0	-2
Cc1nnc(NC(=O)c2ccc(S(=O)(=O)C(F)F)cc2)s1	-6	0.4	0	-2	-1	-3	3	-2	1	-8
COC(=O)c1nc(NC(=S)NC(=O)c2cccs2)sc1C	2	-0.6	-4	-2	-2	11	1	1	2	-1
CCc1ccc(C(=O)C(C)OC(=O)CN2C(=O)NC3(CCCC3)C2=O)cc1 (stereo not drawn)	3	0.0	-5	1	-1	9	-5	-4	1	4
CN(C)C(CNc1ncccn1)c1ccccc1 (stereo not drawn)	2	-0.3	-3	0	0	9	-3	-2	0	3
Cc1cc(C)cc(Nc2c(F)c(F)c(F)c(F)c2C(=O)O)c1	-2	-0.2	-5	0	-2	-15	-5	2	6	3
COC1=NS(=O)(=O)c2ccccc21	3	-0.4	-4	-2	-4	3	0	10	3	-1

Other structures follow:
SMILES	TCR CD3 inh	KLK7 zymogen act	DDE Tn7 FP inh	PRMT1 inh	UHRF1 binding	TDP2 inh	MBD2 inh	SIAE primary	LEDGF integ inh	DDE Tn6 FP inh
O=C(NC(NC(=S)N1CCOCC1)C(Cl)(Cl)Cl)c1ccc(Cl)cc1 (stereo not drawn)	11	-0.1	-6	1	-2	-3	0	-7	2	1
CCCCn1c(NC(C)=O)c(C#N)c2nc3ccccc3nc21	3	-21	-3	-3	-7	1	-6	-4	0	-7
O=C1CCN(S(=O)(=O)c2cc(C(F)(F)F)ccc2Cl)CC1	-2	0.3	1	0	4	-6	-6	6	3	-6
CCNC(=O)C(=O)Nc1cc2c3c(c1)CCN3C(=O)CC2	-6	0.3	-11	4	-1	-7	1	7	1	3
CC(=O)N1CCN=C1SCc1ccccc1Cl	-1	-0.2	-7	-3	1	-2	0	1	5	2
CCOc1ccc(NC(=O)c2ccccc2-c2ccccc2C(=O)O)cc1	-6	-0.3	-3	10	9	-8	-2	5	-2	-14
